# Screening data from PubChem BioAssay.
# KKLEB cytotox: CF airway cell cytotoxicity counter-screen | KKLEB CF airway cells viability, ATPlite luminescence, overnight; stronger effect = lower value; cells stimulated with P. aeruginosa culture filtrate | activity change (cytotoxicity), % at 5 µM | actives 0.36% (n = 360,000) | AID 602141;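 active means corrected activity change at or below -50% at 5 µM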
# NCOA2 inhibitor: inhibits human steroid receptor coactivator 2 | Q15596 | HEK293 GAL4-SRC2 luciferase reporter, luminescence | inhibition, % at 9 µM | actives 0.17% (n = 370,000) | AID 651957;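 active means inhibition above the mean inhibition of all tested compounds plus 3 SD, set per campaign, cut at about 52% in these data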;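 further: 0% = DMSO treated cells and 100% = cells given Gossypol at 36 µM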
# CF NFkB block: cystic fibrosis NF-kB activation inhibition; actives 0.86% (n = 360,000); KKLEB NF-kB-GFP reporter, PAF-induced, GFP fluorescence overnight; inhibition, % at 5 µM;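 active means at least 50% inhibition at 5 µM, scaled per plate between neutral and stimulator controls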;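 further: PAF is a Pseudomonas aeruginosa culture filtrate used as stimulus; plate controls were PAF-stimulated DMSO wells for no effect and unstimulated DMSO wells for full effect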
# NCOA3 inh: human NCOA3 inhibition; HEK293 GAL4-SRC3 luciferase reporter, luminescence; Q9Y6Q9; inhibition, % at 3.6 µM; actives 0.17% (n = 360,000);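 active means inhibition above a per-campaign cutoff, the mean of all compounds plus 3 SD, cut at about 60% in these data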;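 further: 0% = DMSO-treated cells and 100% = gossypol-treated cells at 36 µM; higher means less SRC3-driven luciferase light from the GAL4 reporter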
# SRC1 inh: inhibits human SRC1 coactivator | Q15788 | HEK293 GAL4-SRC1 luciferase reporter, luminescence | inhibition, % at 3.6 µM | actives 0.12% (n = 360,000) | AID 588354;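 active means inhibition above the campaign mean plus 3 SD, with each screening campaign given its own cutoff, cut at about 60% in these data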;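 further: 0% = DMSO treated cells and 100% = gossypol at 36 µM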
# Target sequence (Q15788 whole entry, looked up, the tested form may be a part): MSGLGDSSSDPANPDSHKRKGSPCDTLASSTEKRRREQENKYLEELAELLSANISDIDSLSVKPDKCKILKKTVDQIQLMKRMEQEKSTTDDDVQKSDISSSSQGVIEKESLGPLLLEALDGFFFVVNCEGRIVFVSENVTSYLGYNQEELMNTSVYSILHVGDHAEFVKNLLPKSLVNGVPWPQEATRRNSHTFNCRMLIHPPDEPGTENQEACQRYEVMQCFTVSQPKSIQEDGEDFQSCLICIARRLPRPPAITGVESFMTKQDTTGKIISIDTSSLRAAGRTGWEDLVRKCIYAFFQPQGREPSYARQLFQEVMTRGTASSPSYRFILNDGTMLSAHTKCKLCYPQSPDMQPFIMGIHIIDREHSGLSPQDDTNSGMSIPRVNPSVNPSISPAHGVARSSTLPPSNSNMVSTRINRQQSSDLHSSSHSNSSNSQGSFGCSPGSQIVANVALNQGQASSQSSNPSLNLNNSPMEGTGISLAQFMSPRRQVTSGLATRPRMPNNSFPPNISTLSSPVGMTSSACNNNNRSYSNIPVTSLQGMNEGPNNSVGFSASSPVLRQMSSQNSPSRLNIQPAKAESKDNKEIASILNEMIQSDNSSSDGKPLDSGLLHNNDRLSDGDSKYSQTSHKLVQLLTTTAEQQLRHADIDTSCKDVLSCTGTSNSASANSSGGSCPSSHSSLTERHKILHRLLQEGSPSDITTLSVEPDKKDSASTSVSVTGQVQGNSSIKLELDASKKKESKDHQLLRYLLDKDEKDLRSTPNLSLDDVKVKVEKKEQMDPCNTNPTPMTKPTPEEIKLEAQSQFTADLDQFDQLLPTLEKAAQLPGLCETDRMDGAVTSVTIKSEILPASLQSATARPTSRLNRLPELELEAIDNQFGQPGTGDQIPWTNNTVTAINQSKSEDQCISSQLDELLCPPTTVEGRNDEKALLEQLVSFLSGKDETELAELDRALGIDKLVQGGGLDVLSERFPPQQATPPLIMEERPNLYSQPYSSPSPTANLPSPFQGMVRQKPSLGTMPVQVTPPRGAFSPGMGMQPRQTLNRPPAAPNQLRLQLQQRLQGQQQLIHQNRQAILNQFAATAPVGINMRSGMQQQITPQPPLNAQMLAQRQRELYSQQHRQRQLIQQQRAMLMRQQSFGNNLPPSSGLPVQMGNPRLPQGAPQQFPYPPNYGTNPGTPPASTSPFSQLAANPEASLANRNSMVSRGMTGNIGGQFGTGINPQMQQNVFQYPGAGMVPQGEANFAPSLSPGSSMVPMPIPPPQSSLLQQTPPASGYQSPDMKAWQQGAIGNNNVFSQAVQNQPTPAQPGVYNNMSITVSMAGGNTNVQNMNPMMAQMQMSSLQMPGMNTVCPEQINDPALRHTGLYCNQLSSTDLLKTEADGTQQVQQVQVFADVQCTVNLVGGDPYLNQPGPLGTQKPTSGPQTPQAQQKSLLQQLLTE
# LMP1 NFkB inh: inhibitors of Epstein-Barr LMP1-induced NF-kappaB reporter; LMP1-induced NF-kappaB luciferase reporter cells, luminescence; inhibition, % at 12.5 µM; actives 0.69% (n = 350,000); in the data active means inhibition above about 41%;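 further: 0% = neutral control wells and 100% = reference inhibitor control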
# TWEAK Fn14 block: inhibitors of TWEAK-Fn14 interaction signaling. TWEAK-stimulated Fn14 reporter cells, luciferase luminescence, 8 h. actives 2% (n = 360,000). inhibition, % at 10 µM; in the data active means inhibition above about 50%
# TROY NFkB inh: inhibitors of TROY-dependent NF-kB signaling; Q293 LMP1-TROYcd NF-kB luciferase reporter, 4 h; inhibition, % at 10 µM; actives 0.98% (n = 360,000); AID 1347056;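 active means compounds whose plate-normalised and pattern-corrected inhibition of the luciferase reporter signal at the single screening dose is 50% or more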
# C8 TRAIL sens: sensitizes caspase-8 expressing cells to TRAIL. NB7+C8 cells + TRAIL, ATPlite viability luminescence. inhibition (viability loss, TRAIL sensitization), % at 10 µM. actives 1% (n = 360,000). AID 624354;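 active means compounds causing at least 50% loss of cell viability in the single-dose screen, relative to plate controls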
# NR5A2 inv ag: NR5A2 inverse agonism in reporter assay. HEK293T StAR-luciferase reporter, LRH-1 transfected, 24 h. inhibition, % at 3.6 µM. actives 0.13% (n = 360,000). AID 602396;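 active means inhibition above the mean inhibition of all tested compounds plus 3 SD, cut at about 73% in these data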;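 further: 0% = DMSO wells and 100% = reporter-only cells lacking LRH-1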
# NR2F2 inh: blocks human COUP-TFII nuclear receptor. P24468. HEK293T NGFI-A luciferase reporter, luminescence. inhibition, % at 8.6 µM. actives 0.7% (n = 370,000);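 active means inhibition above a per-plate cutoff, mean inhibition of test wells between control levels plus 3 SD, cut at about 38% in these data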;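 further: cells cotransfected with COUP-TFII expression vector driving the NGFI-A reporter; 0% = median of COUP-TF2 test wells and 100% = reporter-only cells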
# * = called active by the depositor; . = not tested or not shown.
nr	Compound	KKLEB cytotox	NCOA2 inhibitor	CF NFkB block	NCOA3 inh	SRC1 inh	LMP1 NFkB inh	TWEAK Fn14 block	TROY NFkB inh	C8 TRAIL sens	NR5A2 inv ag	NR2F2 inh
1	CCOc1ccccc1NC(=O)CN1C(=O)COc2ccc(C)cc21	-2.6	9.7	4.5	-31.9	16.5	-12.5	2.7	-2.5	-4.2	6.0	-2.1
2	COC(=O)CCNc1n[nH]c(=O)[nH]c1=O	6.7	0.0	-2.0	7.7	-2.3	2.0	-1.3	7.3	-8.4	-12.3	5.0
3	CCCCN(CC)Cc1ccc(CNC(=O)Nc2ccc(OCC)cc2)o1	-5.9	15.7	9.3	3.5	-1.4	1.7	8.0	2.8	-4.0	2.9	12.8
4	Cc1cc(F)c(F)c(C(=O)N2CCN(C)CC2)c1Cl	2.8	7.7	-5.1	-11.6	-5.6	-11.4	7.9	-5.8	-9.0	2.6	0.2
5	COC(=O)c1cn(NC(=O)CCC2CCCC2)c(=O)c2ccccc12	-2.9	-4.6	6.1	-8.4	15.4	1.2	14.0	0.4	10.5	7.9	5.0
6	COc1ccc(C2C=C(C34CC5CC(CC(C5)C3)C4)NC(=S)N2)cc1 (centres undefined)	3.6	2.6	-4.4	-14.1	3.0	0.6	3.4	-4.8	-1.5	-1.5	18.2
7	O=C(O)CCC(=O)Nc1ccc(NC(=O)c2ccc(Cl)cc2Cl)c(Cl)c1	5.6	38.1	-2.9	6.8	-3.0	-4.5	1.4	8.6	-0.1	7.0	9.3
8	CC1CC(=O)Nc2ccccc2N1C(=O)CN1C(=O)C(=O)N(C)C1=O (centres undefined)	2.9	-5.0	1.1	-6.6	-0.4	8.9	10.3	8.9	-3.3	10.6	4.5
9	Cc1ccccc1Oc1ccccc1N	8.9	-18.2	1.1	5.8	-9.9	-13.0	-22.4	5.7	4.8	-20.0	11.4
10	O=C1C=C(c2ccc3c(c2)oc2ccccc23)C[C@@H](c2ccc(Cl)cc2)C1	9.3	-2.4	5.1	-22.6	-0.8	-1.8	-2.5	-13.6	4.9	6.0	12.8
11	CC(C)NC(=O)NS(=O)(=O)c1cnccc1N1CCCCC1	3.1	-15.9	-2.5	3.6	-4.1	9.9	-0.9	0.3	-11.7	-6.8	-3.6
12	CCN=C(Nc1cccc(F)c1)SC1CC(=O)N(c2ccc(OC)cc2)C1=O (centres undefined)	5.7	1.4	-9.4	21.3	8.3	-4.8	14.6	6.1	-9.5	17.1	-9.2
13	c1ccc(CCc2cn(C[C@H]3CC[C@@H]([C@@H]4CC[C@H](Cn5cc(CCc6ccccc6)nn5)O4)O3)nn2)cc1	-1.7	-13.3	0.2	-2.9	2.5	-2.6	20.9	0.1	5.4	-2.8	-7.9
14	O=C(O)c1cc(S(=O)(=O)Nc2cc(Cl)ccc2Oc2ccccc2)ccc1O	0.2	-6.1	29.5	-0.1	0.9	-7.2	4.0	-1.2	-7.9	-43.9	-6.6
15	COc1ccc(/C=C/c2nnc(NC(=O)C(C)C)s2)cc1	-6.9	-59.4	17.7	-1.4	-1.5	-3.2	-24.3	3.8	4.1	2.1	-11.6
16	COc1cc(CNCc2ccc(SC)cc2)cc(OC)c1	-8.9	14.9	4.0	12.2	4.0	14.2	-8.1	13.7	-3.9	-12.8	-5.5
17	N#Cc1ccc(NC(=O)CCc2nc3ccccc3s2)cc1	10.4	-50.8	-21.4	14.3	-50.3	-0.6	-5.7	6.0	0.0	3.6	-17.7
18	O=C1[C@@H]2CSCN2C(=O)CN1Cc1cccc(C(F)(F)F)c1	-21.1	-1.5	5.6	13.2	14.8	9.7	3.1	0.3	-11.8	2.4	15.2
19	CC1CCN(CCNC(=O)C2CCCN(S(=O)(=O)c3cccc4nsnc34)C2)CC1 (centres undefined)	-3.0	0.5	-12.4	9.2	12.3	.	1.5	-5.4	-10.5	0.7	-9.9
20	Cc1ccc(-n2nnnc2SCC(=O)Nc2cccc(NC(=O)c3ccco3)c2)cc1C	2.7	-21.6	-10.4	-20.6	-22.8	-3.8	-9.4	18.8	4.4	8.3	8.1
21	COC(=O)C1CCCCN1C(=O)c1ccc2oc(C(C)C)nc2c1 (centres undefined)	15.2	-6.1	-14.4	7.2	-10.8	-6.0	-20.1	-34.9	-24.9	-8.0	-3.5
22	Cc1c(C)c2ccc(OS(C)(=O)=O)cc2oc1=O	-2.4	-29.4	-9.2	8.3	-7.4	3.5	-19.9	5.9	-9.9	-19.4	-21.2
23	Cc1cccc(OC(=O)c2cccnc2)c1	-1.5	.	1.8	9.7	-10.3	-3.4	-21.3	5.0	11.2	4.8	.
24	O=C(CCNS(=O)(=O)c1ccc(Br)cc1)NCc1cccs1	1.7	-2.4	-9.2	17.5	-1.5	9.1	-14.8	17.7	-5.9	4.9	-4.2
25	Cc1ccccc1N1CCN(C2CCCN(C(=O)c3cc(C(C)C)[nH]n3)C2)CC1 (centres undefined)	-9.9	-6.8	7.4	-3.1	-21.1	-3.8	-3.5	6.5	1.8	-3.4	10.1
26	Cc1c(N2C(=O)CSC23C(=O)Nc2ccccc23)c(=O)n(-c2ccccc2)n1C (centres undefined)	4.6	-11.5	6.1	12.8	2.8	-2.8	-4.7	-3.4	10.2	12.0	4.0
27	c1ccc(Sc2ncnc3ccccc23)cc1	-9.7	-5.5	28.1	5.4	10.5	2.5	42.6	-17.6	10.3	3.1	-22.6
28	CS(=O)(=O)c1ccc(Cl)c(NC(=O)COC(=O)CCCN2C(=O)c3cccc4cccc(c34)C2=O)c1	2.5	-52.7	-15.8	7.1	-0.9	0.1	-30.8	-12.0	-15.0	-6.5	-21.5
29	O=C(Nc1ccc(F)c(F)c1)c1oc2ccccc2c1NC(=O)C1CCCO1 (centres undefined)	10.6	2.1	-36.2	3.7	-4.7	-21.1	16.5	8.8	5.8	1.9	15.0
30	CN(C)CCCNc1oc(-c2ccc(Cl)cc2)nc1C#N	-4.4	-18.4	12.6	-2.7	-20.6	-8.9	-51.0	-12.8	10.1	14.7	-8.0
31	O=S1(=O)C=CC(Sc2nc3ccccc3[nH]2)C1 (centres undefined)	0.1	-16.4	-7.1	-4.4	-41.6	-2.2	2.2	-10.7	-13.0	-14.0	-2.5
32	CN1CCN(C(=O)c2ccc(N(Cc3ccc(Cl)cc3)S(C)(=O)=O)cc2)CC1	6.3	-7.5	-21.7	11.7	1.2	-0.6	1.3	-0.4	1.4	-14.4	-9.6
33	CC1(c2ccc(Cl)cc2Cl)NC(=O)N(CC(=O)Nc2ccc3[nH]c(=O)[nH]c3c2)C1=O (centres undefined)	-3.7	17.4	-2.4	9.3	-22.4	1.2	-0.5	-8.4	5.9	-5.0	1.3
34	CC1Cc2ccccc2N1C(=O)c1ccc2c(c1)OCO2 (centres undefined)	0.4	-33.2	7.4	-0.6	2.1	-1.3	-3.9	19.7	0.1	-10.4	10.5
35	Cc1[nH]c(=O)[nH]c(=O)c1S(=O)(=O)NCCOC12CC3CC(CC(C3)C1)C2	2.4	-15.0	-1.6	13.8	-0.2	5.6	-3.0	2.8	-16.9	-22.7	6.0
36	NC(=O)CSc1nnc(NC(=O)c2ccc(Br)o2)s1	-1.6	3.5	7.5	-23.1	-10.9	-1.4	-5.0	-6.8	-8.2	-12.1	-24.1
37	COc1cccc(NC(=O)NC2CCN(CC(=O)Nc3ccccc3[N+](=O)[O-])CC2)c1	-3.0	-17.9	6.0	-17.7	1.1	-5.9	-11.9	7.3	16.5	-12.9	-7.4
38	CSc1ccc(S(=O)(=O)NC2CC3CCC2C3)cc1 (centres undefined)	1.3	20.8	1.1	-1.1	-29.6	9.5	12.4	-0.1	15.6	6.2	-18.7
39	Cc1ccc(N2CC(C)Cn3c2nc2c3c(=O)[nH]c(=O)n2C)cc1C (centres undefined)	-1.4	-17.6	16.9	-12.1	-7.1	-3.8	-0.9	8.2	-5.3	-11.3	13.8
40	COc1cc(C(=O)NCCCCCCNC(=O)c2cc(OC)c(OC)c(OC)c2)cc(OC)c1OC	3.0	-10.1	-95.1	3.2	14.3	3.1	-7.6	0.9	-2.9	-13.9	6.4
41	COCCNc1nnc(SCC(=O)Nc2cc(-c3ccccc3)nn2-c2ccccc2)s1	1.1	-9.2	-17.5	1.5	-104.8	3.6	24.8	9.3	7.6	-5.9	-7.2
42	Cc1cc(C(=O)COC(=O)c2ccc3c(c2)NC(=O)CS3)c(C)n1CCc1ccc(Cl)cc1	-11.6	-3.7	-1.2	17.2	-20.3	0.2	9.3	-3.6	-11.0	8.3	5.0
43	CCc1cc2cc(C)c(C)cc2nc1SCC(=O)Nc1cc(C)on1	-35.2	5.7	31.2	6.2	-3.7	23.2	-7.9	9.7	2.5	9.7	15.7
44	CCC(=O)N1CCCC(C(=O)c2ccc(-c3ccccc3)cc2)C1 (centres undefined)	-1.4	-27.2	-1.0	-33.2	15.2	1.9	-24.3	-37.0	-14.0	5.5	-11.3
45	Cc1cccc(NC(=O)C2CCN(C(=O)c3ccco3)CC2)c1C	1.3	2.2	5.5	0.5	-27.1	-5.1	8.8	6.3	-5.1	10.0	4.0
46	COc1cc(CNC(=O)c2cc(-c3cc(F)ccc3OCC3CCCO3)n[nH]2)cc(OC)c1 (centres undefined)	13.6	-25.1	3.6	0.9	-8.2	.	0.3	-3.8	-12.0	-6.5	-2.4
47	CS(=O)(=O)N(CC(=O)Nc1ccc(S(=O)(=O)N2CCCC2)cc1)c1ccccc1F	0.3	-8.4	-5.4	16.8	-14.6	-11.1	3.6	-11.5	2.2	14.3	-4.5
48	COc1ccc(Cl)cc1C(=O)NNC(=O)CSc1nnc2ccccn12	1.2	8.9	-10.9	12.3	10.8	-0.8	14.5	-2.1	-4.0	12.7	7.1
49	COc1ccc(CCC(=O)N2CCCSC2=Nc2ccc(C(C)=O)cc2)cc1	18.6	-48.0	-6.8	-1.6	0.6	-2.3	1.8	-2.4	-13.4	-0.9	7.1
50	Cc1cc(C(=O)OCC(=O)Nc2ccc(S(=O)(=O)N3CCOCC3)cc2)c(C)o1	2.1	19.1	-2.4	9.6	-11.2	4.4	-8.8	-17.6	-13.8	-0.7	-2.3
51	CCN(Cc1ccccc1)S(=O)(=O)c1ccc(C(=O)Nc2nnc(C3CC3)o2)cc1	-3.8	18.5	-6.6	3.2	14.6	25.7	-11.4	2.6	36.6	2.5	17.0
52	Oc1c(Cl)cc(Cl)cc1/C=C/c1ccc2cccc(O)c2n1	0.6	23.2	21.9	-12.6	-7.3	-8.4	13.6	19.9	11.3	15.0	-0.6
53	Cc1nn(CC(=O)NCc2ccc(Cl)cc2)c(C)c1[N+](=O)[O-]	-18.1	-0.6	5.8	11.1	-4.4	-6.6	4.6	-14.3	-13.4	6.8	10.3

# Some entries already given, showing only NCOA3 inh, NR2F2 inh and C8 TRAIL sens.
item | SMILES | NCOA3 inh | NR2F2 inh | C8 TRAIL sens
43 | CCc1cc2cc(C)c(C)cc2nc1SCC(=O)Nc1cc(C)on1 | 6.2 | 15.7 | 2.5
44 | CCC(=O)N1CCCC(C(=O)c2ccc(-c3ccccc3)cc2)C1 (centres undefined) | -33.2 | -11.3 | -14.0

# A few values from above:
# TWEAK Fn14 block result of no. 27 is entered as 42.6
# SRC1 inh result of no. 18 is entered as 14.8
